Assay outcomes from PubChem BioAssay.
yeast mec2-1: NCI yeast anticancer drug screen, S. cerevisiae mec2-1 strain; hit rate 9% among 79,000; growth inhibition, % at 50 µM;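 also: 0% = growth of vehicle-only cultures of the same strain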
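Strain: mec2-1 (DNA repair/cell cycle alteration). Compound exposure, then growth measured; inhibition expressed relative to vehicle.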
yeast cln2 rad14: NCI yeast anticancer drug screen, S. cerevisiae cln2 rad14 strain; % growth inhibition at 50 µM; hit rate 8.3% among 78,000;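 also: 0% = growth of vehicle-only cultures of the same strain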
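Test compounds were added to cln2 rad14 yeast cultures; inhibition of growth was then determined by comparison with vehicle treatment.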
yeast sgs1 mgt1: NCI yeast anticancer drug screen, S. cerevisiae sgs1 mgt1 strain; hit rate 10% among 78,000; % growth inhibition at 50 µM;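 also: 0% = growth of vehicle-only cultures of the same strain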
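Mutant yeast exposed to compound; growth scored against vehicle-only wells.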
yeast bub3: NCI yeast anticancer drug screen, S. cerevisiae bub3 mutant strain; growth inhibition, % at 50 µM; hit rate 9.9% among 78,000;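 also: 0% = growth of vehicle-only cultures of the same strain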
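Inhibition values come from growth of compound-treated mutant yeast normalised to vehicle-treated controls.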
mlh1 rad18: NCI yeast anticancer drug screen, S. cerevisiae mlh1 rad18 strain. growth inhibition, % at 50 µM. AID 175, 2004. hit rate 11% among 79,000;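 also: 0% = growth of vehicle-only cultures of the same strain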
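Steps: expose repair-defective yeast to compound; measure growth; express inhibition against vehicle-treated controls.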
rad50: NCI yeast anticancer drug screen, S. cerevisiae rad50 strain; growth inhibition, % at 50 µM; hit rate 10% among 79,000; AID 155, 2004;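 also: 0% = growth of vehicle-only cultures of the same strain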
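Relative growth inhibition (compound vs vehicle) was measured in yeast with a defined repair-gene alteration.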
* hit, by the source's call; & = joins results of further samples. Rule as the data show it: active = growth inhibition above about 70%; inactive = the rest. This is a subset (hit frequency here may not be typical).

CCCC/C=C/CCCC was read as yeast mec2-1 -34, yeast cln2 rad14 13, yeast sgs1 mgt1 -50, yeast bub3 -16, mlh1 rad18 -3 and rad50 -17.
`CCCCCCCC/C=C\CCCCCCCC(=O)O` gave yeast mec2-1 -23, yeast cln2 rad14 -23, yeast sgs1 mgt1 -2, yeast bub3 -27, mlh1 rad18 -16 and rad50 10.
`CCCCCCCCCCCCCCCCCC(=O)O` gave yeast mec2-1 -17, yeast cln2 rad14 -6, yeast sgs1 mgt1 0, yeast bub3 -17, mlh1 rad18 6 and rad50 -5.
`CCCCCCCCCCCC(=O)O` gave yeast mec2-1 1, yeast cln2 rad14 -7, yeast sgs1 mgt1 26, yeast bub3 10, mlh1 rad18 19 and rad50 -1.
For COc1ccc(/C=C/C(=O)O)cc1 the results were yeast mec2-1 11&-4, yeast cln2 rad14 13&13, yeast sgs1 mgt1 23&37, yeast bub3 -10&12, mlh1 rad18 20&36 and rad50 7&6.
CC(O)CC(=O)O (stereo not drawn) was read as yeast mec2-1 -23, yeast cln2 rad14 -32, yeast sgs1 mgt1 -19, yeast bub3 -1, mlh1 rad18 -4 and rad50 -9.
Screening CCCOC(=O)c1ccc(O)cc1 returned yeast mec2-1 9, yeast cln2 rad14 -7, yeast sgs1 mgt1 -2, yeast bub3 8, mlh1 rad18 -11 and rad50 12.
`CCCCCCCCCCCCCCCC(=O)O` gave yeast mec2-1 -34, yeast cln2 rad14 -3, yeast sgs1 mgt1 -19, yeast bub3 -30, mlh1 rad18 -35 and rad50 -13.
Screening CCn1cc(C(=O)O)c(=O)c2cc(F)c(N3CCNCC3)nc21 returned yeast mec2-1 -2, yeast cln2 rad14 27, yeast sgs1 mgt1 7, yeast bub3 9, mlh1 rad18 7 and rad50 4.
Screening NC(N)=NCCCC(N)C(=O)O (stereo not drawn) returned yeast mec2-1 -18&17, yeast cln2 rad14 2&-2, yeast sgs1 mgt1 5&34, yeast bub3 17&41, mlh1 rad18 -1&26 and rad50 9&22.
OCc1ccccn1 was read as yeast mec2-1 3, yeast cln2 rad14 0, yeast sgs1 mgt1 -5, yeast bub3 -4, mlh1 rad18 17 and rad50 -11.
Screening CC(=O)[CH-]C(=O)c1ccccc1.CC(=O)[CH-]C(=O)c1ccccc1.CCCCCCCCCCCCCCCCCC(=O)[O-].CCCCCCCCCCCCCCCCCC(=O)[O-].[Ti+4] returned yeast mec2-1 -11, yeast cln2 rad14 -10, yeast sgs1 mgt1 -7, yeast bub3 2, mlh1 rad18 0 and rad50 11.
Screening Cc1cccc(Nc2cc(Cl)nc(SCC(=O)O)n2)c1C returned yeast mec2-1 -20, yeast cln2 rad14 -18, yeast sgs1 mgt1 -7, yeast bub3 -14, mlh1 rad18 12 and rad50 -21.
For O=C(O)/C=C/c1ccc(O)cc1 the results were yeast mec2-1 10, yeast cln2 rad14 16, yeast sgs1 mgt1 8, yeast bub3 8, mlh1 rad18 20 and rad50 2.
`C=CCCCCCCCCCCCCCC` gave yeast mec2-1 -2, yeast cln2 rad14 10, yeast sgs1 mgt1 -4, yeast bub3 -8, mlh1 rad18 27 and rad50 -1.
For COc1ccc(/C=C2\CNC/C(=C\c3ccc(OC)cc3)C2=O)cc1 the results were yeast mec2-1 2, yeast cln2 rad14 37, yeast sgs1 mgt1 55, yeast bub3 15, mlh1 rad18 34 and rad50 34.
O=C(O)C(O)C(O)C(O)C(O)C(=O)O (stereo not drawn) (tested in a mixture with another compound) was read as yeast mec2-1 -4, yeast cln2 rad14 -4, yeast sgs1 mgt1 -5, yeast bub3 -2, mlh1 rad18 14 and rad50 -3.
O=C(O)CNC(=O)c1ccccc1 was read as yeast mec2-1 -4, yeast cln2 rad14 -50, yeast sgs1 mgt1 -26, yeast bub3 -25, mlh1 rad18 -48 and rad50 -46.
For CC(C)(CO)C(O)C(=O)NCCCO (stereo not drawn) the results were yeast mec2-1 -49, yeast cln2 rad14 -17, yeast sgs1 mgt1 -6, yeast bub3 -33, mlh1 rad18 -11 and rad50 -35.

Reprinted at random: 3 entries already listed, in no set order.
For CC(C)(CO)C(O)C(=O)NCCCO (stereo not drawn) the results were yeast mec2-1 -49, yeast cln2 rad14 -17, yeast sgs1 mgt1 -6, yeast bub3 -33, mlh1 rad18 -11 and rad50 -35.
O=C(O)CNC(=O)c1ccccc1 was read as yeast mec2-1 -4, yeast cln2 rad14 -50, yeast sgs1 mgt1 -26, yeast bub3 -25, mlh1 rad18 -48 and rad50 -46.
O=C(O)C(O)C(O)C(O)C(O)C(=O)O (stereo not drawn) (tested in a mixture with another compound) was read as yeast mec2-1 -4, yeast cln2 rad14 -4, yeast sgs1 mgt1 -5, yeast bub3 -2, mlh1 rad18 14 and rad50 -3.

Some of these compounds in order of length of the SMILES, falling.
Screening CC(=O)[CH-]C(=O)c1ccccc1.CC(=O)[CH-]C(=O)c1ccccc1.CCCCCCCCCCCCCCCCCC(=O)[O-].CCCCCCCCCCCCCCCCCC(=O)[O-].[Ti+4] returned yeast mec2-1 -11, yeast cln2 rad14 -10, yeast sgs1 mgt1 -7, yeast bub3 2, mlh1 rad18 0 and rad50 11.
Screening Cc1cccc(Nc2cc(Cl)nc(SCC(=O)O)n2)c1C returned yeast mec2-1 -20, yeast cln2 rad14 -18, yeast sgs1 mgt1 -7, yeast bub3 -14, mlh1 rad18 12 and rad50 -21.
For CC(C)(CO)C(O)C(=O)NCCCO (stereo not drawn) the results were yeast mec2-1 -49, yeast cln2 rad14 -17, yeast sgs1 mgt1 -6, yeast bub3 -33, mlh1 rad18 -11 and rad50 -35.
For O=C(O)/C=C/c1ccc(O)cc1 the results were yeast mec2-1 10, yeast cln2 rad14 16, yeast sgs1 mgt1 8, yeast bub3 8, mlh1 rad18 20 and rad50 2.
O=C(O)CNC(=O)c1ccccc1 was read as yeast mec2-1 -4, yeast cln2 rad14 -50, yeast sgs1 mgt1 -26, yeast bub3 -25, mlh1 rad18 -48 and rad50 -46.
